# From PubChem
# FUS suppressor = qHTS for Suppressors of FUS Proteinopathy: Primary screen using FUS-linked yeast assay | AID 1347120, 2019 | S. cerevisiae FUS-expressing, growth rescue, OD600, 24 h | Potency, µM (highest dose often 76.6 µM), inactives show top-dose growth rescue (activation), usual class: activators | 390,000 compounds, 0.24% hits;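 note: plate controls were DMSO vehicle for no effect and reference control for full effect; nearly all actives have a fitted effect of over 55% in size; some results filed as inactive show a strong effect at the top dose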
#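 Steps: raffinose overnight preculture; dilution to OD 0.005 in 2% galactose minimal medium; compound addition (concentration series); 24hr at 30C, 99% humidity; absorbance read at 600 nm.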
# Abeta yeast res = qHTS for compounds that reverse cellular toxicity of Amyloid beta (A-beta) peptide in yeast: Primary Screen. yeast expressing A-beta42, growth rescue, OD600, 48 h; response scale: 0% DMSO, 100% iron-clioquinol control. Potency, µM (series often up to 46.1 µM), without a hit: top-dose growth rescue, actives largely listed as activators. 410,000 compounds, 0.063% hits; note: nearly all actives have a fitted effect of over 55% in size
#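 Yeast growth medium received pinned compounds, then yeast cells expressing toxic A-beta were added; plates incubated at 30 C for 48 hr. Growth read as absorbance at 600 nm, normalized to DMSO and equimolar FeCl3 plus clioquinol controls.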
# * marks the source's active call; other numbers are inactive results; ? = inconclusive; [ ] = remark or other dose. Calls come from the whole dose curve; as a rule, active = well fitted activation curve with a large enough effect; inconclusive = small, poorly fitted or top-dose-only effect; inactive = no such curve, though single readings can be large or run the other way. Potency is the fitted concentration of half-maximal effect. A portion of the library. The share of hits here may be higher or lower than overall.
# Order of results: Abeta yeast res	FUS suppressor
- Cc1cccc(-n2ncc(C(=O)N3CCN(Cc4ccccc4)CC3)c2C2CCN(C(=O)OC(C)(C)C)CC2)c1
→ 0%	27%
- COc1cc(NC(=O)CCS(=O)(=O)c2ccc3c(c2)CC(=O)N3C)cc(OC)c1OC
→ -15%	44%
- CCCCNC(=O)c1c(-c2ccccc2)c(-c2ccccc2)nn(C)c1=O
→ -37%[inhibitor]	37%
- Cc1ccc(-n2nnc(-c3nsc(NC(=O)c4cccc(Cl)c4)n3)c2C)cc1C
→ -11%	-13%
- O=C(CN1c2ccccc2S(=O)(=O)c2ccccc21)Nc1cccc(C(F)(F)F)c1
→ -2%	35%
- COc1ccc(N2CCN(C(=O)NCc3noc4ccccc34)CC2)cc1
→ 7%	43%
- CCn1c(C(=O)NCCc2ccc(OC)c(OC)c2)cc2sc(Cl)cc21
→ 11%	?
- O=C(O)CCc1ccc(-c2ccccc2)n1CC(=O)Nc1ccccc1C(F)(F)F
→ 7%	8%
- COc1ccc(Cn2c(SCC(=O)N(C)Cc3ccccc3)nc3ccccc32)cc1
→ -2%	39%
- Cc1cc(C)n(CCc2nc3c4ccccc4nc(N4CCN(c5cccc(C)c5C)CC4)n3n2)n1
→ -12%	-4%
- CC(=O)N1c2ccc(S(=O)(=O)NCC3CCC(C(=O)Nc4ccccc4C)CC3)cc2CC1C (stereo not drawn)
→ 1%	-12%
- CCOC(=O)N1CCc2c(sc3c2c(=O)n(-c2ccc(Cl)cc2)c(=O)n3Cc2cccc(C)c2)C1
→ -7%	0%
- CCc1nn(CC(=O)NC(C)CC)c(=O)c2cc3occc3n12 (stereo not drawn)
→ -10%	-15%
- CSc1ccc(CNC(=O)CCn2ccc3cc(S(=O)(=O)N4CCC(C)CC4)ccc32)cc1
→ 4%	?
- COc1cc([N+](=O)[O-])ccc1NC(=O)c1nc2ccccc2n(C)c1=O
→ 1%	-22%
- COc1ccc(-c2nc3cc(C(C)C)ccc3o2)cc1NC(=O)c1ccc(C)c(Cl)c1
→ -7%	-7%
- CCc1ccccc1NC(=O)Cc1c(C(=O)O)[nH]c2ccc(Cl)cc12
→ -13%	-4%
- Cc1cc(C)cc(NS(=O)(=O)c2ccc3[nH]cc(C(=O)NCCc4ccccc4)c(=O)c3c2)c1
→ 4%	-7%
- COc1cccc(CNC(=O)Cn2c(SCC(=O)Nc3ccc(F)cc3)nc3ccccc32)c1
→ -11%	-4%
- CCC(Nc1ccc(-c2nc(-c3ccccn3)no2)cc1[N+](=O)[O-])c1ccccc1 (stereo not drawn)
→ 0%	3%
- CC(C)Oc1ccc(CNC(=O)CN2C(=O)CCn3nc(-c4cn(C)c5ccccc45)cc32)cc1
→ -15%	?
- CCCCN(CC)C(=O)c1c[nH]c2ccc(S(=O)(=O)Nc3cccc(OC)c3)cc2c1=O
→ -1%	3%
- CC1=C(C(=O)OC2CCCC2)C(c2cccc(Cl)c2Cl)CC(=O)N1 (stereo not drawn)
→ 10%	1%
- CCCn1c2ccccc2c2cnn(CC(=O)N(CCCOC(C)C)Cc3ccco3)c(=O)c21
→ -3%	?
- O=C(CN1C(=O)c2ccccc2Sc2ncccc21)Nc1cccc(C(F)(F)F)c1
→ 0%	17%
- Cc1cccc(-n2c(SCC(N)=O)nc3c(oc4ccccc43)c2=O)c1
→ 1%	16%
- NC(=O)c1ccccc1NC(=O)C1CCCN(c2ncnc3onc(-c4ccc(F)cc4)c23)C1 (stereo not drawn)
→ -12%	?
- CCOC(=O)c1cccc(NC(=O)c2cc3c(=O)n(C)c4ccccc4c3n2C)c1
→ -6%	-6%
- CCCC(O)c1nc2ccccc2n1CCCCOc1ccc(OC)cc1 (stereo not drawn)
→ -18%	9%
- CCOc1ccc(OCC)c(NC(=O)c2nnn(Cc3cc(Br)ccc3OC)c2N)c1
→ -4%	4%
- COc1cc(NC(=O)Cn2cnc3c2c(=O)n(C)c(=O)n3C)c(OC)cc1Cl
→ -15%	2%
- CCn1c2ccccc2c2nnc(SCC(=O)Nc3ccccc3OC)nc21
→ -7%	21%
- CC(=O)c1cccc(-n2c(=O)c3c4c(sc3n(CC(=O)Nc3ccccc3F)c2=O)CN(C(C)=O)CC4)c1
→ -13%	-5%
- COCCn1c(=NC(=O)c2ccc3c(c2)OCCO3)sc2cc(NC(C)=O)ccc21
→ -7%	-6%
- CCC(Cn1nnc2ccccc2c1=O)NC(=O)Nc1cc(OC)cc(OC)c1 (stereo not drawn)
→ -15%	12%
- CCOc1cc(C(=O)Nc2cc3c(cc2N2CCCC2)n(C)c(=O)c(=O)n3C)cc(OCC)c1OCC
→ -8%	3%
- Cc1ccc(CCNC(=O)c2cc(-c3ccc(Cl)cc3)n[nH]2)cc1
→ -28%	-11%
- O=C(CN1CCCN(Cc2ccccc2Cl)S1(=O)=O)Nc1ccc2c(c1)OCCO2
→ -5%	28%
- O=C(CN1CCCN(Cc2ccccc2F)S1(=O)=O)Nc1ccc(F)c(Cl)c1
→ ?	36%
- CCOc1ccc2oc(=O)cc(CN3CCN(Cc4ccc(F)cc4)CC3)c2c1
→ -9%	-8%
- O=C(Cn1ncc2c3ccccc3n(Cc3ccccc3)c2c1=O)NCc1ccccc1
→ 6%	-28%
- Cc1c(Cl)cccc1NC(=O)CSc1ncnc2c1sc1ccccc12
→ 2%	-16%
- Cc1ccc(-n2ncc3c(N4CCCCCC4)ncnc32)cc1Cl
→ -3%	-13%
- COc1cccc(NC(=O)/C(C#N)=C\c2cn(Cc3ccc(C)cc3)c3ccccc23)c1
→ -10%	9%
- CCOc1ccc(CCNC(=O)CCCc2nnc3n(CC)c(=O)c4sccc4n23)cc1OCC
→ -17%	17%
- O=C(NCc1cccc(Cl)c1)NCc1noc2ccccc12
→ 29%	8%
- CCOC(=O)c1ccccc1NC(=O)c1cnc(N2CCOCC2)c2ccccc12
→ 15%	?
- O=C(CSc1nc(-c2ccccc2F)nc2cc(=O)[nH]n12)Nc1cccc(C(F)(F)F)c1
→ -14%	8%
- COc1ccc(NC(=O)c2sc3nc(C)c(C(=O)Nc4ccc(C)cc4C)c(-c4sccc4C)c3c2N)cc1
→ 10%	24%
- CCN(c1ccccc1)S(=O)(=O)c1cc(-c2onc(C)c2C)ccc1OC
→ -9%	27%
- CCOc1ccc(NC(=O)c2noc3c2CSc2ccccc2-3)cc1
→ 9%	11%
- CCc1cccc(NC(=O)Cn2c(=O)n(CCC(=O)NCc3ccccc3Cl)c(=O)c3sccc32)c1
→ -7%	-10%
- CCCCCc1nn2cc(-c3ccccc3)nc2s1
→ -18%	-7%
- CCNC(=O)Cn1c(-c2cccs2)cc2ccccc21
→ 13%	10%
- COc1ccc(OCC(=O)OCc2cc(=O)n3cc(C)sc3n2)cc1
→ -5%	13%
- CCSc1ncc(Cl)c(C(=O)N(Cc2ccccc2)c2ccc(OC)cc2)n1
→ -13%	?
- COc1ccc(CNC(=O)Cn2ccc3cc(S(=O)(=O)N4CCCCCC4)ccc32)c(OC)c1
→ -16%	?
- COc1ccc(CCNc2nc3c(c(=O)n(C)c(=O)n3C)n2Cc2ccc(F)cc2)cc1OC
→ -3%	15%
- CCc1c(C)sc2c1CCN(Cc1ccccc1F)C2c1ccccc1 (stereo not drawn)
→ -80%[inhibitor]	-11%
- Cc1ccc(NC(=O)c2sc3nc4c(cc3c2N)CN(Cc2ccccc2)CC4)cc1
→ -4%	?

# (listing goes on)
# Order of results: Abeta yeast res	FUS suppressor
- CC(=O)N1CCCc2cc(S(=O)(=O)N3CCCCC3)ccc21
→ 9%	3%
- CCCc1nnc(NC(=O)Cc2coc3ccc(C(C)C)cc23)s1
→ 13%	-11%
- CCn1cc(S(=O)(=O)c2ccc(C)cc2C)c(=O)c2cc(F)c(N3CCCC3)cc21
→ -10%	-7%
- COc1cc(/C=C/c2nc(C#N)c(NC3CCCCC3)o2)cc(OC)c1OC
→ 7%	1%
- COC(=O)c1c(NC(=O)c2ccc(S(=O)(=O)N3CCCCC3)cc2)sc2c1CCN(C)C2
→ -12%	24%
- COc1cc(OC)cc(-c2cc3nc(C)c(CCC(=O)Nc4ccc(C(C)=O)cc4)c(C)n3n2)c1
→ -17%	10%
- O=C(Nc1cc2c(cc1C(=O)c1ccccc1Cl)OCCO2)c1ccc(Br)cc1
→ -11%	-8%
- Cc1ccc(-c2nnc(SCC(=O)NC3CCCC3)nc2-c2ccc(C)cc2)cc1
→ -16%	11%
- COc1cccc(CNC(=O)c2ccc(-n3c(C)cc4c3CCCC4)cc2)c1
→ -15%	38%
- CCOC(=O)c1ccc(NC(=O)c2oc(=O)c3ccccc3c2-c2ccccc2)cc1
→ -10%	-30%
- CCn1c(CNC(=O)c2ccc(OC)cc2)nnc1SCC(=O)Nc1cc(C)ccc1C
→ -17%	8%
- CC(CCc1ccccc1)NC(=O)Cn1ncc2c3ccccc3n(Cc3ccccc3)c2c1=O (stereo not drawn)
→ -9%	-16%
- CCOc1ccc(CNC(=O)CN2C(=O)CSc3c2c(C)nn3-c2ccccc2)cc1
→ -12%	-9%
- COc1ccc(S(=O)(=O)N2CCN(CC(=O)Nc3ccc(Cl)c(C(F)(F)F)c3)CC2)cc1
→ 3%	?
- O=C(CSc1nc2ccsc2c(=O)n1Cc1ccccc1Cl)NCc1ccc(F)cc1
→ 5%	-2%
- Cc1nc(N2CCCC2)c2c(C(=O)Nc3cccc(Cl)c3)c(C)oc2n1
→ -43%[inhibitor]	8%
- COc1ccc(Nc2ncnc3c2nc2n3CCCCC2)cc1
→ 1%	-9%
- COc1ccc(C(=O)N(c2ccc(C)cc2)S(=O)(=O)c2ccc(C)cc2)cc1
→ -23%	?
- COc1ccc(S(=O)(=O)N2Cc3ccccc3CC2C(=O)Nc2cccc(C)c2)cc1OC (stereo not drawn)
→ 5%	48%
- COc1ccc(NC(=O)c2cc3c(=O)n(Cc4ccco4)ccc3nc2C)cc1
→ 5%	19%
- COc1ccc(-c2nc3ccccc3o2)cc1NC(=O)c1ccc(N2CCC(C)CC2)c([N+](=O)[O-])c1
→ 9%	0%
- FC(F)(F)c1cccc(N2CCN(Cc3nnc(-c4ccc5c(c4)OCO5)o3)CC2)c1
→ 26%	42%
- Cc1ccc(CN(C(=O)c2ccccc2Br)C2CCS(=O)(=O)C2)o1 (stereo not drawn)
→ -6%	-12%
- Cc1cc(C)c(S(=O)(=O)NCc2csc(-c3ccccc3)n2)c(C)c1
→ -11%	22%
- CCOCCCNC(=O)c1ccc(-c2nc(CS(=O)(=O)c3ccccc3)c(C)o2)cc1
→ -18%	16%
- CCC(=O)N1CCc2cc(S(=O)(=O)NC(Cc3ccccc3)C(=O)Nc3cccc(OC)c3)ccc21 (stereo not drawn)
→ -8%	24%
- COCc1oc2ccc(NS(=O)(=O)c3ccc(C)cc3)cc2c1C(=O)OC
→ 9%	22%
- COc1ccc2c(c1)CCc1c(C(=O)Nc3ccc(F)c(Cl)c3)noc1-2
→ -7%	-16%
- CCOc1ccc(-c2cc(C(=O)NCc3ccc(OCC)c(OC)c3)[nH]n2)cc1
→ -5%	-14%
- CCOc1ccc(C(c2c(O)cc(C)n(CCOC)c2=O)N2CCN(c3ccccc3F)CC2)cc1 (stereo not drawn)
→ -1%	5%

# Laid out differently: results already given
> Cc1ccc(-c2nnc(SCC(=O)NC3CCCC3)nc2-c2ccc(C)cc2)cc1
  Abeta yeast res: -16%; FUS suppressor: 11%

> Cc1nc(N2CCCC2)c2c(C(=O)Nc3cccc(Cl)c3)c(C)oc2n1
  Abeta yeast res: -43%[inhibitor]; FUS suppressor: 8%

> COc1ccc(S(=O)(=O)N2CCN(CC(=O)Nc3ccc(Cl)c(C(F)(F)F)c3)CC2)cc1
  Abeta yeast res: 3%; FUS suppressor: ?

> COc1cccc(CNC(=O)c2ccc(-n3c(C)cc4c3CCCC4)cc2)c1
  Abeta yeast res: -15%; FUS suppressor: 38%

# Other compounds follow:
# Order of results: Abeta yeast res	FUS suppressor
- CCN(CC)S(=O)(=O)c1cc(-c2ccc(=O)n(C(C)C(=O)Nc3cccc(C#N)c3)n2)ccc1C (stereo not drawn)
→ 11%	?
- CCOC(=O)c1c(C)[nH]c(C)c1S(=O)(=O)N1CCC(C(=O)Nc2ccc(F)cc2F)CC1
→ -7%	5%
- COc1ccccc1CNc1ncnc2onc(-c3ccc(F)cc3)c12
→ -13%	-14%
- O=C(NCc1ccc(Cl)cc1)C1CCCN(c2ncnc3onc(-c4ccc(F)cc4)c23)C1 (stereo not drawn)
→ -27%	-21%
- COc1ccccc1C(=O)Nc1ccc(-c2nc3cc(C)cc(C)c3o2)cc1
→ 9%	11%
- CCc1cccc(NC(=O)c2ccc3c(c2)c(C)c(C)n3Cc2ccc(F)cc2)c1
→ -3%	19%
- Cc1cc(C)cc(-n2c(C)cc(C(=O)C(=O)Nc3nnc(C)s3)c2C)c1
→ -23%	18%
- O=C(O)CCc1ccc(-c2ccc(Cl)cc2)n1-c1cccc(C(F)(F)F)c1
→ -4%	24%
- CCOc1ccc(CCNC(=O)c2sc3ncccc3c2-n2cccc2)cc1OCC
→ -18%	14%
- Cc1c(C(=O)Nc2ccc(F)c(Cl)c2)sc2nc3n(c(=O)c12)CCC3
→ -13%	-25%
- O=C(Cn1ncn2nc(-c3cccs3)cc2c1=O)NCc1cccc(Br)c1
→ -10%	15%
- Cc1ccc(OCCSc2nnc(-c3cccs3)o2)cc1Cl
→ -22%	8%
